Hck Nef HTS – human Hck-Nef kinase inhibition; P08631; Recombinant Hck-YEEI plus Nef, Z-Lyte FRET kinase assay; inhibition, % at 20 µM; 220,000 tested, 0.68% active; AID 463187;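 active = Hck-Nef kinase inhibition above about 50%, limit read from the data; inactive = inhibition below that limit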;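 also: 0% = DMSO with Hck plus Nef and 100% = Hck alone without Nef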
NCF1 inh – p47phox (human) inhibition; p47phox/p22phox peptide binding, fluorescence polarization, 2 h; inhibition, % at 24.7 µM; 220,000 tested, 0.53% active; AID 1274;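 active = inhibition above about 30%, limit read from the data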;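 also: 0% = p47phox with labelled peptide and 100% = labelled peptide alone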
MDM2 E3 inh – inhibitors of human Mdm2 E3 ubiquitin ligase. Q00987. cell-based MDM2 ubiquitination luciferase reporter, 2 h; 0 = plate control, 100 = twice control, blank-subtracted. signal enhancement, % at 5 µM. 210,000 tested, 0.11% active;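 active = signal enhancement of 30% or more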;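 also: luminescence tracks abundance of the self-degrading MDM2-luciferase fusion protein; higher signal means inhibition of MDM2 E3 ligase activity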
Target sequence (Q00987 whole entry, looked up, the tested form may be a part): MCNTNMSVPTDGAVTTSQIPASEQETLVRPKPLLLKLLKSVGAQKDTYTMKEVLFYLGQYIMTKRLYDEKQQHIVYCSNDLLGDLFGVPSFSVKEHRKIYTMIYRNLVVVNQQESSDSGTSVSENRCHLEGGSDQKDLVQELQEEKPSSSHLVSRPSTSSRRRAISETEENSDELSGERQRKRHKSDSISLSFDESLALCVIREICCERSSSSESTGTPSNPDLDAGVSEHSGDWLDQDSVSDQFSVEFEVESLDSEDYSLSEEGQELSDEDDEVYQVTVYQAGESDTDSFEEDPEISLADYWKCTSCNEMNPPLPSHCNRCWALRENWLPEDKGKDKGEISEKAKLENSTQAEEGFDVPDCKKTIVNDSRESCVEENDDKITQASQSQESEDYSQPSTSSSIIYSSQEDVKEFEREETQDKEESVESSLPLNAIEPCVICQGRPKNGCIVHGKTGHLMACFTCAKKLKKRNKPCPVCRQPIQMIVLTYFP
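test system = mammalian cells stably expressing self-ubiquitinating, self-degrading MDM2 E3–luciferase fusion | quantity = 2000 cells/well | incubation = cell settling 4 h, compound treatment 2 h, both 37 °C | signal = luminescence with SteadyLite reagent, 15 min at room temperature | evaluation = % enhancement relative to plate controls after blank subtraction | benchmarks = plate controls and plate blanks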
14-3-3 Bad PPI – disrupts binding of bovine 14-3-3 zeta to phospho-Bad peptide. P63103. TR-FRET 14-3-3zeta/Dy647-pBad peptide displacement, 1 h. inhibition, % at 21.7 µM. 220,000 tested, 0.71% active. AID 781;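 active = inhibition above about 70%, limit read from the data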;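 also: 0% = full 14-3-3 plus peptide FRET controls and 100% = background without 14-3-3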
Target sequence (P63103 whole entry, looked up): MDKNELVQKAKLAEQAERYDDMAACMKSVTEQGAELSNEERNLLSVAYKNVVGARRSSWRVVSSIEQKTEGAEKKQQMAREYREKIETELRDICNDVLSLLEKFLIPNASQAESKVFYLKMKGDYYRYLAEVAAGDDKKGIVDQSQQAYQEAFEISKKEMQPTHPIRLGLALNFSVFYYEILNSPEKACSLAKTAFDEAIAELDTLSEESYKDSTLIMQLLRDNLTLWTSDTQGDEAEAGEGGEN
Tb hexokinase – blocks Trypanosoma brucei hexokinase 1 activity. recombinant TbHK1, G6PDH-coupled NADH A340. inhibition, % at 10 µM. 220,000 tested, 0.11% active;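 active = inhibition of 50% or more in the single-dose primary screen; inactive = inhibition below 50%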
Runt-SMMHC FRET – inhibitors of human RUNX1 Runt domain binding to CBFb-SMMHC | AID 1434 | 220,000 tested, 0.74% active | Q01196+Q13951 | Cerulean-Runt/Venus-CBFb-SMMHC FRET ratio 530/480, 1 h | inhibition, % at 20 µM;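 active = mean inhibition across duplicate retests at 20 µM reaching about 50%, limit read from the data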;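 also: 0% = DMSO wells and 100% = wells with excess untagged CBFb-SMMHC; inhibitors lower the FRET ratio by blocking Runt binding to CBFb-SMMHC; some results filed as inactive read as strong as hits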
Runt-CBFb FRET – blocks binding of human RUNX1 Runt domain to CBFb; Cerulean-Runt/Venus-CBFb FRET ratio 530/480, 1 h; inhibition, % at 20 µM; AID 1496; 220,000 tested, 0.46% active;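 active = inhibition over about 50% at 20 µM in the single-dose screen, limit read from the data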;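 also: 0% = DMSO wells and 100% = excess unlabeled CBFb competitor control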
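Assay system: Cerulean-Runt domain fusion protein, energy donor; Signal: fluorescence energy transfer, 422 nm excitation, 530/480 nm emission; Timing: 1 h compound exposure, room temperature; Control set: unlabeled CBFb; Medium: Tris buffer pH 7.5 with salts and BSA; Compound: single test concentration of 20 µM, 1% DMSO final; Probe or stimulus: Venus-CBFb 100 nM.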
L929 necroptosis – L929 zVAD cell death inhibition; 220,000 tested, 0.38% active; L929 zVAD necroptosis rescue, ATP luminescence, 24 h; with zVAD 60 µM; viability rescue, % at 10 µM;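 active = activation, scaled between plate controls, above about 75%, limit read from the data; inactive = activation under that limit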;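 also: 0% = zVAD with DMSO and 100% = DMSO alone without zVAD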
EBV gp42 inh – inhibitors of Epstein-Barr virus glycoprotein 42 | Q1HVG2 | inhibition, % (tested at 21.74 µM) | Fluorescence polarization binding assay, mP read-out | 220,000 tested, 0.42% active; in the data active = inhibition above about 50%
Target sequence (Q1HVG2 whole entry, looked up): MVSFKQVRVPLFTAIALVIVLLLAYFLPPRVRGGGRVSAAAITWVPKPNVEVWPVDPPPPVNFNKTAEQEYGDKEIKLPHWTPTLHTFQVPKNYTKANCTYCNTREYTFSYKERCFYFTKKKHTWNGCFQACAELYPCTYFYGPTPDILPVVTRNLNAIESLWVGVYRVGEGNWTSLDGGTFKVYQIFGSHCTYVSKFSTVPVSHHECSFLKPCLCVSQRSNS
* = called active by the depositor; [ ] = remark or other dose.

How did CC1CC(C)CN(CCCCOc2ccc([N+](=O)[O-])cc2)C1 (centres undefined) do in these assays?
Hck Nef HTS: 1; NCF1 inh: 3; MDM2 E3 inh: -1; 14-3-3 Bad PPI: 50; Tb hexokinase: -21; Runt-SMMHC FRET: 4; Runt-CBFb FRET: 0; EBV gp42 inh: -3

How did COc1cc(C(CC(=O)N2CCN(c3ccccc3)CC2)c2c(OC)cc(OC)c3ccc(=O)oc23)cc(OC)c1OC (centres undefined) do in these assays?
Hck Nef HTS: 25; NCF1 inh: -15; MDM2 E3 inh: 12; 14-3-3 Bad PPI: 0; Tb hexokinase: -28; Runt-SMMHC FRET: 1; Runt-CBFb FRET: -2; L929 necroptosis: 0.7; EBV gp42 inh: -13

Results for OCCCNc1cc(-c2ccnc(Nc3cccc(Cl)c3)n2)ccn1 ?
Hck Nef HTS: 85*; NCF1 inh: -21; MDM2 E3 inh: 9; 14-3-3 Bad PPI: 4; Tb hexokinase: -24; Runt-SMMHC FRET: 3; Runt-CBFb FRET: 1; L929 necroptosis: 56; EBV gp42 inh: 2

What do the screens show for `NC(=O)CSc1nnc(COc2ccccc2)n1C1CCCCC1`?
Hck Nef HTS: -1; Tb hexokinase: 3; Runt-SMMHC FRET: 4; Runt-CBFb FRET: 0; L929 necroptosis: -0.3

What do the screens show for `CCCCCn1c(C(Cc2ccccc2)NC(C)=O)nc2ccccc21` (centres undefined)?
Hck Nef HTS: 20; NCF1 inh: -2; MDM2 E3 inh: -16; 14-3-3 Bad PPI: 10; Tb hexokinase: -7; Runt-SMMHC FRET: -4; Runt-CBFb FRET: -7; L929 necroptosis: 0.7; EBV gp42 inh: -4

How did CC1(C)Cc2c(c(-c3ccccc3)nc3sc4c(=O)[nH]c(=S)[nH]c4c23)CO1 do in these assays?
Hck Nef HTS: 21; NCF1 inh: -51; MDM2 E3 inh: 7; 14-3-3 Bad PPI: -6; Tb hexokinase: -3; Runt-SMMHC FRET: -3; Runt-CBFb FRET: 0; L929 necroptosis: 0.5; EBV gp42 inh: -15

Results for CC1(C)N([O-])C2=C(CCCC2)[N+]1=O ?
Hck Nef HTS: 22; NCF1 inh: 0; MDM2 E3 inh: -15; 14-3-3 Bad PPI: 2; Tb hexokinase: -18; Runt-SMMHC FRET: 10; Runt-CBFb FRET: 1; L929 necroptosis: 1.5; EBV gp42 inh: -13

Results for Cc1cccc(NC(=O)c2cc3c(=O)n4ccccc4nc3n(CC(C)C)c2=N)c1 ?
Hck Nef HTS: 36; NCF1 inh: -16; MDM2 E3 inh: -4; 14-3-3 Bad PPI: -7; Tb hexokinase: -6; Runt-SMMHC FRET: 9; Runt-CBFb FRET: 3; L929 necroptosis: -0.9; EBV gp42 inh: -2

What do the screens show for `COCCCNC(=O)CN(c1cc([N+](=O)[O-])ccc1OC)S(C)(=O)=O`?
Hck Nef HTS: 14; NCF1 inh: -1; MDM2 E3 inh: -4; 14-3-3 Bad PPI: 22; Tb hexokinase: -12; Runt-SMMHC FRET: 0; Runt-CBFb FRET: -1; L929 necroptosis: 0.3; EBV gp42 inh: 12

What do the screens show for `c1ccc(Cc2nnc3sc(-c4ccc5c(c4)OCCO5)nn23)cc1`?
Hck Nef HTS: 3; NCF1 inh: -28; MDM2 E3 inh: -10; 14-3-3 Bad PPI: -3; Tb hexokinase: -8; Runt-SMMHC FRET: -1; Runt-CBFb FRET: 3; L929 necroptosis: 1.4; EBV gp42 inh: 0

Results for CCOC(=O)c1sc(=NC(=O)/C=C/c2ccccc2)n(C)c1C ?
Hck Nef HTS: 20; NCF1 inh: -2; MDM2 E3 inh: -8; 14-3-3 Bad PPI: 1; Tb hexokinase: -17; Runt-SMMHC FRET: -3; Runt-CBFb FRET: 2; L929 necroptosis: 0.6; EBV gp42 inh: -14

What do the screens show for `COC1CCCCC1NS(=O)(=O)c1ccccc1` (centres undefined)?
Hck Nef HTS: 1; NCF1 inh: -12; MDM2 E3 inh: -16; 14-3-3 Bad PPI: -6; Tb hexokinase: 1; Runt-SMMHC FRET: -2; Runt-CBFb FRET: -1; L929 necroptosis: 0.2; EBV gp42 inh: -12

What do the screens show for `CCN1CCN(CCC2Oc3cc([N+](=O)[O-])ccc3NC2=O)CC1` (centres undefined)?
Hck Nef HTS: -11; NCF1 inh: 0; MDM2 E3 inh: -10; 14-3-3 Bad PPI: 11; Tb hexokinase: -14; Runt-SMMHC FRET: -6; Runt-CBFb FRET: -3; L929 necroptosis: 0.7; EBV gp42 inh: 8

Results for Cc1c(C(=O)NCC2CCCO2)cccc1[N+](=O)[O-] (centres undefined) ?
Hck Nef HTS: 0; NCF1 inh: -9; MDM2 E3 inh: -4; 14-3-3 Bad PPI: -27; Tb hexokinase: 20; Runt-SMMHC FRET: -6; Runt-CBFb FRET: 1; L929 necroptosis: -0.1; EBV gp42 inh: -2

Results for CCCCn1c(CN2CCN(C(=O)OCC)CC2)nc2c1c(=O)[nH]c(=O)n2C ?
Hck Nef HTS: 1; NCF1 inh: -8; MDM2 E3 inh: -12; 14-3-3 Bad PPI: 0; Tb hexokinase: 5; Runt-SMMHC FRET: 0; Runt-CBFb FRET: 0; L929 necroptosis: -0.3; EBV gp42 inh: -15

Copied from above for reference:
What do the screens show for `COC1CCCCC1NS(=O)(=O)c1ccccc1` (centres undefined)?
Hck Nef HTS: 1; NCF1 inh: -12; MDM2 E3 inh: -16; 14-3-3 Bad PPI: -6; Tb hexokinase: 1; Runt-SMMHC FRET: -2; Runt-CBFb FRET: -1; L929 necroptosis: 0.2; EBV gp42 inh: -12

What do the screens show for `CCN1CCN(CCC2Oc3cc([N+](=O)[O-])ccc3NC2=O)CC1` (centres undefined)?
Hck Nef HTS: -11; NCF1 inh: 0; MDM2 E3 inh: -10; 14-3-3 Bad PPI: 11; Tb hexokinase: -14; Runt-SMMHC FRET: -6; Runt-CBFb FRET: -3; L929 necroptosis: 0.7; EBV gp42 inh: 8

Results for Cc1c(C(=O)NCC2CCCO2)cccc1[N+](=O)[O-] (centres undefined) ?
Hck Nef HTS: 0; NCF1 inh: -9; MDM2 E3 inh: -4; 14-3-3 Bad PPI: -27; Tb hexokinase: 20; Runt-SMMHC FRET: -6; Runt-CBFb FRET: 1; L929 necroptosis: -0.1; EBV gp42 inh: -2

Results for CCCCn1c(CN2CCN(C(=O)OCC)CC2)nc2c1c(=O)[nH]c(=O)n2C ?
Hck Nef HTS: 1; NCF1 inh: -8; MDM2 E3 inh: -12; 14-3-3 Bad PPI: 0; Tb hexokinase: 5; Runt-SMMHC FRET: 0; Runt-CBFb FRET: 0; L929 necroptosis: -0.3; EBV gp42 inh: -15

(cont.)
What do the screens show for `O=C(c1cnn(C(=O)c2cccc(S(=O)(=O)N3CCOCC3)c2)c1)c1ccccc1O`?
Hck Nef HTS: 129*; NCF1 inh: -11; MDM2 E3 inh: -27; 14-3-3 Bad PPI: 4; Tb hexokinase: -8; Runt-SMMHC FRET: 0; Runt-CBFb FRET: 1; L929 necroptosis: 3.9; EBV gp42 inh: 2

Results for COC(=O)C1CN(S(=O)(=O)c2ccc(C)cc2)CCN1S(=O)(=O)c1ccc(C)cc1 (centres undefined) ?
Hck Nef HTS: -1; NCF1 inh: -2; MDM2 E3 inh: -7; 14-3-3 Bad PPI: 2; Tb hexokinase: 6; Runt-SMMHC FRET: -6; Runt-CBFb FRET: -3; L929 necroptosis: -0.4; EBV gp42 inh: 0

How did O=S(=O)(c1ccc(Br)cc1)N1CCN=C1SCc1cccnc1 do in these assays?
Hck Nef HTS: 11; NCF1 inh: -4; MDM2 E3 inh: -1; 14-3-3 Bad PPI: 2; Tb hexokinase: 2; Runt-SMMHC FRET: 3; Runt-CBFb FRET: -1; L929 necroptosis: 0.3; EBV gp42 inh: 8

Results for COc1ccccc1C(N)=S ?
Hck Nef HTS: 8; NCF1 inh: -4; MDM2 E3 inh: 1; 14-3-3 Bad PPI: -7[fluorescence artefact?]; Tb hexokinase: -3; Runt-SMMHC FRET: -1; Runt-CBFb FRET: 1; L929 necroptosis: -0.5; EBV gp42 inh: -22

Results for Cc1cccc(C)c1N(CC(=O)NCc1ccc(F)cc1)C(=O)c1csnn1 ?
Hck Nef HTS: -90; NCF1 inh: -18; MDM2 E3 inh: -4; 14-3-3 Bad PPI: -1; Tb hexokinase: 2; Runt-SMMHC FRET: -1; Runt-CBFb FRET: -1; L929 necroptosis: 0.9; EBV gp42 inh: -1

What do the screens show for `Cc1cccc(NC(=O)C23CCC(C)(/C(=N/O)C2)C3(C)C)c1` (centres undefined)?
Hck Nef HTS: 0; NCF1 inh: -13; MDM2 E3 inh: -16; 14-3-3 Bad PPI: 0; Tb hexokinase: 4; Runt-SMMHC FRET: 2; Runt-CBFb FRET: 1; L929 necroptosis: -0.3; EBV gp42 inh: -11

What do the screens show for `CCOC(=O)C(NC(=O)NCc1cccc(C(F)(F)F)c1)(OCC)C(F)(F)F` (centres undefined)?
Hck Nef HTS: 1; NCF1 inh: -8; MDM2 E3 inh: 11; 14-3-3 Bad PPI: -11; Tb hexokinase: 3; Runt-SMMHC FRET: 1; Runt-CBFb FRET: -4; L929 necroptosis: 1.1; EBV gp42 inh: -6

What do the screens show for `O=C(NCC(=O)N(CC1CCCO1)C1(C(=O)NC2CCCCC2)CCCCC1)c1ccccc1` (centres undefined)?
Hck Nef HTS: 9; NCF1 inh: 0; MDM2 E3 inh: -14; 14-3-3 Bad PPI: -4[fluorescence artefact?]; Tb hexokinase: -6; Runt-SMMHC FRET: -1; Runt-CBFb FRET: 1; L929 necroptosis: 1.0; EBV gp42 inh: -7

What do the screens show for `Cn1c(=O)oc2cc(S(=O)(=O)NC3CCCCCCC3)ccc21`?
Hck Nef HTS: 4; NCF1 inh: 1; MDM2 E3 inh: -12; 14-3-3 Bad PPI: -2; Tb hexokinase: 1; Runt-SMMHC FRET: 3; Runt-CBFb FRET: -1; L929 necroptosis: 4.5; EBV gp42 inh: -1

Results for CC1(C)Cc2c(C#N)c(SCc3nc4ccccc4[nH]3)nc(N3CCOCC3)c2CO1 ?
Hck Nef HTS: 4; NCF1 inh: -4; MDM2 E3 inh: -1; 14-3-3 Bad PPI: -11; Tb hexokinase: -3; Runt-SMMHC FRET: 10; Runt-CBFb FRET: 2; L929 necroptosis: -0.5; EBV gp42 inh: -4

Results for Cc1nnc2n(Cc3ccccc3)c(=O)c3c4c(sc3n12)COC(C(C)C)C4 (centres undefined) ?
Hck Nef HTS: 1; NCF1 inh: -1; MDM2 E3 inh: -3; 14-3-3 Bad PPI: -6; Tb hexokinase: -12; Runt-SMMHC FRET: -1; Runt-CBFb FRET: -8; L929 necroptosis: -0.3; EBV gp42 inh: -11

How did Cc1nn(C)c(C)c1/C=N/N=C1\CCC2C3CCc4cc(O)ccc4C3CCC12C (centres undefined) do in these assays?
Hck Nef HTS: 1; NCF1 inh: -10; MDM2 E3 inh: -1; 14-3-3 Bad PPI: 4; Tb hexokinase: -18; Runt-SMMHC FRET: -2; Runt-CBFb FRET: 1; L929 necroptosis: 0.2; EBV gp42 inh: -9

Not a hit list. Share with any hit: about 3.2%.
